Screening results deposited in PubChem BioAssay by University of Glasgow.
HCT116 survival – survival after telomere uncapping, modulators, primary screen, cell-based (AID 1259312). fold change at 10 µM. actives 4.5% (n = 4,500). HCT116 + Ad-hTR-mut, survival, MTT, 5 d; stronger effect = higher value;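 active = cell survival measured by absorbance rises more than 2.5-fold over infected cells without compound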;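 note: virus expresses mutant telomerase RNA that uncaps telomeres and kills cells; compound added 2 days after infection so exposure lasts 3 days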
* hit, by the source's call; i = inactive. This is a subset; count on the stated rates, not on these rows.

SMILES	HCT116 survival
Cc1nc(-c2ccc3c(c2O)OCO3)c(-c2csc(C)n2)c(C(F)(F)F)n1	i
O=C1COc2ccc(S(=O)(=O)Nc3cc(C(F)(F)F)cc(C(F)(F)F)c3)cc2N1	-1.4
OC[C@H]1O[C@@H](n2cnc3c(Cl)ncnc32)[C@H](O)[C@@H]1O	-1.4
Cc1cc(C)nc(SCc2nc3ccccc3n2C)n1	-1.1
Fc1ccccc1CSC1=NCCN1	3.4*
CN(C)c1cc(O)c(C(=S)Nc2ccccc2)c(N(C)C)c1	i
CN(C1CCS(=O)(=O)C1)S(=O)(=O)c1ccc(N2CCCC2=O)cc1 (stereo not given)	-2.2
O=[N+]([O-])c1cn(Cc2c(Cl)cccc2Cl)cn1	-1
CCCc1nnc(NC(=O)c2ccoc2C)s1	-1.3
Cc1ccc2n1CCN(c1nc(-c3ccc(Br)cc3)cs1)C2C (stereo not given)	-1.3
C=CCOC(=O)C(CC(=O)O)NC(=O)OCC1c2ccccc2-c2ccccc21 (stereo not given)	-1.1
COCCCNC(=O)N1CCOCC1	1.2
c1ccc(CSc2nc3ccccc3[nH]2)cc1	1.2
O=C(O)c1cc2nc(C(F)F)cc(C(F)F)n2n1	-1.2
Fc1ccc(-c2csc(N3CCOCC3)n2)cc1	1.4
COc1ccc(/C=C2\C(=O)ON=C2c2ccc(OC)c(OC)c2)cc1	-1.3
O=C1CC(c2ccccc2I)c2c(ccc3ccccc23)N1 (stereo not given)	-6.1
CC1(C)Oc2ccc([N+](=O)[O-])cc2O1	-1.4
O=[N+]([O-])c1ccc(-[n+]2nc(-c3ccccc3)nn2-c2ccccc2)cc1	-1.6
NCc1nc2ccccc2[nH]1	1.2
CC(Sc1nnc(Cc2ccccc2)n1C1CCCCC1)c1nc(N)nc(N2CCCc3ccccc32)n1 (stereo not given)	-1.7
Cc1ccc2c(c1)c1c3n2CCN(c2nc(-c4ccc(F)cc4)cs2)C3CCC1 (stereo not given)	-1.8
COc1cccc(OC)c1-c1noc(CSc2nc3ccccc3o2)n1	-1.2
Cc1cc2[nH]c(=S)[nH]c2cc1C	1.2
CC(C)N1CCC2(CC1)C(C#N)=C(O)NC1=C2C(=O)CC(C)(C)C1	-1.3
COc1ccc(-c2cc(OC(=O)c3cc(OC)c(OC)c(OC)c3)cc3sc(=O)oc23)cc1	-1.3
O=S(=O)(NCc1ccccn1)c1ccccc1	-1.3
N#CC1=C(N)OC2=C(C(=O)CCC2)C1c1cc(F)ccc1F (stereo not given)	2.8*
COc1cc(Cc2cnc(N)nc2N)cc(OC)c1OC	-1.1
CCN(CC)C(=O)N1CCOCC1	-1.3
COc1cc2c(cc1NS(=O)(=O)c1ccc(OC)c3ccccc13)oc1ccccc12	-2.2
O=C1C(=C2C/C(=N/O)c3ccccc32)C(=O)c2ccccc21	-1.2
C1CN(CCN2CCOCC2)CCO1	-1.5
COc1cc(OC)c(NC2=CC(=O)C(=O)c3ccccc32)cc1Cl	-23
O=C1N(CN2CCN(c3ccccc3)CC2)c2ccccc2C12OCCO2	-1.8
CCS(=O)(=O)c1ccc(S(=O)(=O)CC)s1	-1.6
Cc1nccn1CCC(=O)O	5*
CCN(CC)S(=O)(=O)c1c(Br)cc(C)cc1Br	-3.5
CC1(C)CC(NC(=O)C(=O)NC2CC(C)(C)NC(C)(C)C2)CC(C)(C)N1	4.3*
Cc1ccc(S(=O)(=O)CC(=O)Nc2nc3c(s2)C(=O)CC(C)(C)C3)cc1	1.1
CCOC(=O)c1c(NC(=O)C2CCCCC2C(=O)O)sc2c1CCC(C(C)(C)CC)C2 (stereo not given)	-1.3
CCCCCCCC(=O)NNC(=O)C1CCCCC1	-1
Cc1ncc(CO)c(C=O)c1O	-1
Cc1ccc(C2C3=C(CC(C)(C)CC3=O)OC3=C2C(=O)CC(C)(C)C3)s1	-5.6
Cc1oc(=O)oc1Cn1c(=O)c2ccccc2n(C)c1=O	-1.5
CC(C)(C)n1c(O)c(/C=C2\C=c3ccccc3=N2)c(=O)[nH]c1=O	i
CN1CCN(c2nc3ccccc3nc2N2CCN(C)CC2)CC1	2.6*
COc1ccc(Cl)cc1NS(=O)(=O)N(C)C	-1.1
CS(=O)(=O)NCCOc1ccccc1	1
Cc1ccc(C2=NNC(C(O)C(O)C(O)C(C)O)S2)cc1 (stereo not given)	-1.3
Cc1cc(-c2cnc(-c3ccc(Cl)cc3)s2)ccc1Cl	-1.8
c1ccc(-c2nc(Sc3nc(-c4ccccc4)nc4ccccc34)c3ccccc3n2)cc1	-1.5
Cc1ccc(C(c2c(C)[nH]n(-c3ccccc3)c2=O)c2c(C)[nH]n(-c3ccccc3)c2=O)o1	1.8
CCC(C)NC(=O)Nc1ccc(Br)cc1F (stereo not given)	-2.1
CC1CCc2c(sc(NC(=O)c3cccs3)c2C(=O)N2CCOCC2)C1 (stereo not given)	1.3
CC(=O)N1CCCC1C(=O)O (stereo not given)	1.5
CCOC(=O)/C(C#N)=C\c1ccco1	1.1
O=C1N(CN2CCC3(CC2)OCCO3)c2ccccc2C12OCCCCO2	-1.2
CCc1sc(C2C(C#N)=C(N)OC3=C2C(=O)CCC3)cc1Br (stereo not given)	-4.6
Cc1cc(Sc2cc(C)c(O)c(C(C)(C)C)c2)cc(C(C)(C)C)c1O	-1.7
Following part:
SMILES	HCT116 survival
CCOC(=O)CSC1=C(C#N)[C@H](c2ccccc2[N+](=O)[O-])C(C(C)=O)=C(C)N1	1.8
N#CCC(=O)N1CCCCC1	-1
O=c1c2ccccc2nc(CSc2nnc(C3COc4ccccc4O3)n2-c2ccccc2)n1-c1ccc(Cl)cc1 (stereo not given)	-3
CN=C1/C(=N/O)C=CC2CCCCC12 (stereo not given)	i
Cc1nc(CN)n[nH]1	-1.1
O=c1c2ccccc2[nH]c(=S)n1CCO	-2
OCCNC12CC3CC(CC(C3)C1)C2	-1.7
O=C1C[C@H](NC(=O)OCc2ccccc2)CO1	1.2
O=C(CSc1ncccn1)Nc1cc(C(F)(F)F)cc(C(F)(F)F)c1	1.5
CNc1oc(/C=C/c2ccccc2)nc1S(=O)(=O)c1ccc(Cl)cc1	-1.1
NC(=O)c1c(NC(=O)CN2CCCCC2)sc2c1CCCC2	-1.8
CC1CN(C(=O)c2ccco2)CC(C)O1 (stereo not given)	1.3
c1ccc2c(c1)c1ccccc1c1nc3c4ccccc4c4ccccc4c3nc21	4.7*
O=C1CN(C(=O)C(=O)c2c[nH]c3ccccc23)c2ccccc2N1	-1.6
S=C(NC1CCCCC1)N1CCOCC1	-1.9
Nn1c(=S)[nH]c2ccccc2c1=O	-1.4
Cc1c(Cl)c([N+](=O)[O-])nn1CC(N)=O	-1.6
O=C1N=C(N2CCCCC2)S/C1=C/c1ccccn1	-1.3
CC1=NN(c2ccccc2)C(=O)/C1=C/N(C)C	1.1
CC1(C)NC(=O)c2ccccc2O1	-1.3

Laid out differently: results already given
smiles | HCT116 survival
CN=C1/C(=N/O)C=CC2CCCCC12 (stereo not given) | i
c1ccc2c(c1)c1ccccc1c1nc3c4ccccc4c4ccccc4c3nc21 | 4.7*
NC(=O)c1c(NC(=O)CN2CCCCC2)sc2c1CCCC2 | -1.8
CC1=NN(c2ccccc2)C(=O)/C1=C/N(C)C | 1.1
Nn1c(=S)[nH]c2ccccc2c1=O | -1.4
O=C1N=C(N2CCCCC2)S/C1=C/c1ccccn1 | -1.3
OCCNC12CC3CC(CC(C3)C1)C2 | -1.7
O=C1C[C@H](NC(=O)OCc2ccccc2)CO1 | 1.2
N#CCC(=O)N1CCCCC1 | -1

The list continues:
SMILES	HCT116 survival
O=C1NC2CC(O)(N1)C1OCC2O1 (stereo not given)	-1.1
N#CCN1CCn2c3c(c4cc(C5CCCCC5)ccc42)CCCC31 (stereo not given)	1.3
CCOC(=O)c1c(NC(=O)c2ccco2)sc(C(=O)N2CCCC2)c1C	-2.1
Cc1ccc(C2C(C#N)=C(N)SC(N)=C2C#N)o1	-3
COc1ccc(OCCN2C(=O)C3=C(C2=O)C(C)=CC(C2CC(=O)N(CCOc4ccc(OC)cc4)C2=O)C3)cc1 (stereo not given)	1.1
O=S(=O)(c1cc(Cl)ccc1Cl)N1CCc2ccccc2C1	1.4
Cc1ccc(-c2c(C)sc(N)c2C#N)cc1C	1.2
Cc1cnc(=O)[nH]c1N	-1.4
CC(C)(C)c1nc(C#N)c(N2CCC(C(N)=O)CC2)o1	-1.3
N#CCSc1nc(-c2ccccc2)cc(-c2ccccc2)c1C#N	1.8
O=C(O)C1CSC(c2ccc(F)cc2)N1 (stereo not given)	1.1
O=C1CC(c2ccccc2)CC2=C1C(c1cccc3ccccc13)Nc1ccccc1N2 (stereo not given)	-1
O=c1oc(-c2ccco2)nc2sc3c(c12)CCCC3	-1.3
Nc1cccc(S(=O)(=O)N2CCCC2)c1	-1.1
Cc1c(C#N)c(O)n(CCO)c(=O)c1N=Nc1n[nH]c(C(=O)O)n1	i
O=c1c(O)c(-c2cccs2)oc2ccc(Cl)cc12	-2.3
Cc1nonc1OCCN1CCN(c2ccc([N+](=O)[O-])cc2)CC1	-1.2
O=C(Nc1ccc(F)c([N+](=O)[O-])c1)C1CC(=O)N(c2ccc(F)cc2)C1 (stereo not given)	1.5
O=S(=O)(NCCCn1ccnc1)c1cc(Cl)ccc1Cl	-1.4
Nc1cccc(S(=O)(=O)N2CCOCC2)c1	1.2

Given comma-delimited: entries from further up
smiles,HCT116 survival
OCCNC12CC3CC(CC(C3)C1)C2,-1.7
O=S(=O)(c1cc(Cl)ccc1Cl)N1CCc2ccccc2C1,1.4
Cc1ccc(S(=O)(=O)CC(=O)Nc2nc3c(s2)C(=O)CC(C)(C)C3)cc1,1.1
Cc1ncc(CO)c(C=O)c1O,-1

Later entries
SMILES	HCT116 survival
Cc1cc(C)c2c(c1)-c1c(ssc1=S)C(C)(C)N2C(=O)c1ccccc1	-2
COC(=O)C1=C(C)NC2=C(C(=O)CC(C)(C)C2)C1c1cc(Br)c(C)s1 (stereo not given)	-3.5
Cc1csc(NC(=O)NC(C)(C)C)n1	1.2
O=[N+]([O-])c1ccccc1NC1CCCCC1	1.7
Cc1cc(/C=C(\C#N)C(N)=O)c(C)s1	-2.7
O=C(O)CSC(=S)SCC(=O)O	-1
O=C1CCCN1c1ccc(S(=O)(=O)Cl)cc1	1.3
CCCc1cc(CN)on1	-1.4
CC12CCC(=O)N1CCCCN2 (stereo not given)	-1.5
COC(=O)/C(C#N)=C/c1cc(CSc2nnc(N)s2)cs1	-1.8
CN(C)C(=O)CSc1nnc(-c2ccco2)o1	-2.2
NNC(=O)c1ccc(COc2ccc3c(c2)CCC3)o1	-1.4
O=C(N=Nc1c(O)[nH]c2ccccc12)c1ccc(-c2cccs2)s1	i
CSc1ccc(C2C(C(=O)c3ccccc3)=C(C)Nc3nc4ccccc4n32)cc1 (stereo not given)	-1.8
C=CCn1c(C)n[nH]c1=S	-1.6
O=c1[nH]nc(-c2ccccc2)c2ccccc12	1.5
CC(=O)CSc1nc2ccccc2c(=O)[nH]1	i
O=C(CSc1nc2ccccc2nc1SCC(=O)N1CCCCC1)N1CCCCC1	-1.9
CC1(C)[C@H]2CCC1(CS(=O)(=O)N(C1CCCCC1)C1CCCCC1)C(O)C2 (stereo not given in full)	-1.2
N#Cc1c(NC(=O)CCn2cnnn2)sc2c1CCC2	-1.1
O=S(=O)(c1ccc(Oc2ccc(Br)cc2)cc1)N1CCOCC1	-1.2
CCc1sc(/C=C(/C#N)C(=O)OC)cc1Br	-1.4
CCc1sc(C(C2C(=O)CC(C)(C)CC2=O)C2C(=O)CC(C)(C)CC2=O)cc1[N+](=O)[O-]	3.1*
O=C(Nc1c[nH]c(=O)[nH]c1=O)c1ccc(Br)cc1	-2
COc1cc(N=Cc2cc3ccccc3nc2Cl)c(OC)cc1Cl	3.6*
O=C1ON=C(c2ccccc2)/C1=C/N1CCCCC1	-1.5
Oc1c(Cl)cc(Cl)cc1C=Nc1cc(Cl)ccc1Cl	i
Cc1ccc(/C(N)=N\O)n1C	-1
Nc1ccc2oc(-c3cc(Br)ccc3Cl)nc2c1	1.5
COc1ccc(-c2n[nH]c(=S)n2-c2ccc(OC)c(OC)c2)cc1OC	-1.2
O=S(=O)(Nc1cc(Cl)c(Cl)cc1Cl)c1ccc(Cl)cc1	3*
Brc1ccc(-c2nc3sc(-c4ccc(Br)cc4)nc3s2)cc1	-3.6
CS(=O)(=O)N1CCc2cc(NS(=O)(=O)c3ccc(C4CCCCC4)cc3)ccc21	-1.1
CNC(=O)c1nn(Cc2cc(=O)[nH]c3ccccc23)c(=O)c2ccccc12	-1.9
COC(=O)c1cc2cc(Br)ccc2o1	-2.2
CC(=O)Nc1ccc(S(=O)(=O)N2CCCC2C(=O)NC2CC2)cc1 (stereo not given)	-1
CCCCS(=O)(=O)Nc1ccc2ncn(C)c(=O)c2c1	1.6
Cn1c(SCc2nc(N)nc(Nc3ccccc3)n2)nc2ccccc2c1=O	1
O=C(CN1CCN(c2ccc(F)cc2)CC1)Nc1cc(F)c(F)cc1F	-1.3
O=S(=O)(Nc1cc(C(F)(F)F)cc(C(F)(F)F)c1)c1ccc2oc3ccccc3c2c1	-1.3
CC(C)(C)OC(=O)NC1(C(=O)O)CCc2ccccc2C1 (stereo not given)	1.3
Nc1nonc1C(=O)NCCNC(=O)c1cc(F)c(F)cc1Cl	-1.7
CC(C)(C)S(=O)(=O)c1ccsc1S(C)(=O)=O	-2.2
Cc1cccn2c(=O)c(/C=C3/SC(=S)N(C(C)c4ccccc4)C3=O)c(NCCc3ccccc3)nc12 (stereo not given)	1.4
CCOC(=O)c1c(N)no[n+]1[O-]	1
NCc1cc(C(F)(F)F)cc(C(F)(F)F)c1	-1.1
O=C1C(=Cc2c[nH]c3ccccc23)C(=O)c2ccccc21	-1.4
O=C1c2ccccc2-c2nc3nonc3nc21	-1.8
Cn1c(=S)n(-c2ccccc2)c(=O)c2ccccc21	-2.1
N#CC1=C(N)SC(N)=C(C#N)C1c1ccc([N+](=O)[O-])s1	-1.1
COc1ccc([C@@H]2CC(=O)c3c(O)cc(O)cc3O2)cc1O	-1.1
Cc1nnc(SCc2nc(N)nc(N3CCOCC3)n2)s1	-1.6
CNC(=O)C1c2ccccc2Oc2ccccc21	-1.1
CCN(CC)S(=O)(=O)c1c(C)cc(C)cc1C	-1.3
